Screening data from PubChem.
TRHR enhancer = allosteric enhancers of human TRH receptor. TRHR cells, fluo-8 calcium fluorescence, EC20 TRH enhancement. hit rate 0.66% among 360,000. AID 493056. enhancement, % at 2 µM; in the data active = enhancement above about 30%; also: 0% is about no effect
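TRHR-expressing cells loaded with fluo-8 calcium dye were read kinetically (ex 480/em 530) during compound addition, then stimulated with an EC20 of TRH (10 nM final). Enhancement of the Gq-mediated intracellular calcium response was scored.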
TrxR1 substrate = rat thioredoxin reductase 1 substrate activity. O89049. purified TrxR1 substrate turnover, NADPH consumption readout. Potency, µM (highest dose often 114 µM), without a hit: at the highest dose activity change, negative = substrate turnover. hit rate 0.01% among 390,000. AID 588456; also: potency is read from the fitted curve at half-maximal effect; % is scaled to controls: 0 for no effect and ±100 for the full control effect; nearly all actives have a fitted effect of over 50% in size
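Rat TrxR1, dispensed at 90 nM, was prereduced with 400 uM NADPH (final) for 5 min at ~22 deg C, then incubated with compound 15 min before 400 uM selenite. A first-read NADPH fluorescence drop versus no-compound background flagged substrates.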
D2 agonist = agonists of human D2 dopamine receptor. P14416. activation, % at 2 µM. hit rate 0.53% among 340,000. AID 485358. HEK293 T-REx D2 cells, calcium flux agonist mode;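 active = activation over 3 SD above normal in the single-dose calcium agonist read, cut at about 30% in these data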; also: 0% is about no effect
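HEK293 Trex D2 cells, tetracycline-induced, o/n 30 C 5% CO2; no-wash Ca dye, RT 30–90 min; 10-cycle baseline, 23 nl cpd added, kinetic Ca read 180 s; agonist hits = positive Ca response.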
TRHR ag = activates the human TRH receptor; TRHR cells, calcium flux fluo-8, FDSS agonist mode; activation, % at 2 µM; P34981; hit rate 0.18% among 360,000; in the data active = activation above about 30%; also: 0% is about no effect
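TRHR-expressing cells loaded with fluo-8 calcium dye; 23 nL library compound pin-transferred, kinetic FDSS fluorescence (Ex 480/Em 530) recorded about 180 s for agonist-induced calcium release, before a 10 nM TRH EC20 addition for potentiator mode.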
rTrxR1 inhibitor = blocks rat thioredoxin reductase 1. hit rate 1% among 390,000. O89049. Potency, µM (titrated, usually from 114 µM), inactives show at the highest dose activity change, negative = inhibition, usual class: inhibitors. recombinant rTrxR1, NADPH fluorescence consumption, selenite substrate; also: potency is read from the fitted curve at half-maximal effect; % is scaled to controls: 0 for no effect and ±100 for the full control effect; nearly all actives have a fitted effect of over 65% in size
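Rat TrxR1 (90 nM in the dispensed reagent) was pre-reduced with 400 uM NADPH for 5 min at room temperature, then incubated with compound for 15 min. After 400 uM selenite was added, NADPH fluorescence (Ex 340/Em 450 nm) was followed for 8 min.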
Pin1 inhibitor = human Pin1 inhibition | Q13526 | Pin1 FP peptide displacement, HiFluor488, 10 min | Potency, µM (top dose mostly 115 µM), for the others: at the highest dose activity, negative = inhibition, most hits filed as inhibitors | hit rate 0.009% among 390,000 | AID 504891; active = well fitted inhibition curve with a large enough effect in the polarisation, with a control signal flat, not every such curve was filed as active; inconclusive = small, poorly fitted or top-dose-only effect, or effect the other way, or a change in a side signal; inactive = no such curve, though single readings can be large or run the other way; the % refers to the polarisation; also: potency is read from the fitted curve at half-maximal effect; % is scaled to controls: 0 for no effect and ±100 for the full control effect
Target sequence (Q13526 whole entry, looked up): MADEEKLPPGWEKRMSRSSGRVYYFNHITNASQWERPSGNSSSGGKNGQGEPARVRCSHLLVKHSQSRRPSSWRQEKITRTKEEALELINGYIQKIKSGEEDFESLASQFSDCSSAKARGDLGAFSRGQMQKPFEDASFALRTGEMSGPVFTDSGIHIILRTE
D2 antag = D2 dopamine receptor (human) antagonism | hit rate 2% among 340,000 | HEK293 TREx D2 cells, calcium flux, dopamine EC80 | inhibition, % at 10 µM | AID 485344 | P14416; in the data active = inhibition above about 30%; also: 0% is about no effect
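Calcium flux kinetic readout in an inducible HEK293 TREx D2 line plated overnight at 30 C. After 180 s compound exposure, an EC80 dopamine challenge follows with another 180 s kinetic read to detect antagonism.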
mIDH1 inhibitor = human IDH1 R132H inhibition; O75874; IDH1-R132H enzyme, NADPH consumption, diaphorase/resazurin fluorescence; Potency, µM (top dose mostly 76.6 µM), without a hit: top-dose activity change, negative = inhibition, most hits filed as inhibitors; hit rate 0.093% among 390,000; AID 602179; also: potency is read from the fitted curve at half-maximal effect; % is scaled to controls: 0 for no effect and ±100 for the full control effect; nearly all actives have a fitted effect of over 65% in size
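IDH1-R132H (0.5 ug/mL) preincubated 30 min with compound, then NADPH (0.016 mM) and alpha-KG (2 mM) added; 80 min at RT, pH 7.5. Remaining NADPH coupled via diaphorase/resazurin to fluorescence (540/590 nm); concentration-response curves normalized to no-enzyme control.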
USP1-UAF1 inh = USP1/UAF1 (human) deubiquitinase inhibition. Potency, µM (top dose mostly 57.1 µM), for inactives: at the top dose activity change, negative = inhibition, most hits filed as inhibitors. recombinant USP1/UAF1, Ub-Rhodamine cleavage fluorescence. O94782. hit rate 0.23% among 390,000; also: potency is read from the fitted curve at half-maximal effect; % is scaled to controls: 0 for no effect and ±100 for the full control effect; nearly all actives have a fitted effect of over 60% in size; inactives centre near -12
Target sequence (O94782 whole entry, looked up): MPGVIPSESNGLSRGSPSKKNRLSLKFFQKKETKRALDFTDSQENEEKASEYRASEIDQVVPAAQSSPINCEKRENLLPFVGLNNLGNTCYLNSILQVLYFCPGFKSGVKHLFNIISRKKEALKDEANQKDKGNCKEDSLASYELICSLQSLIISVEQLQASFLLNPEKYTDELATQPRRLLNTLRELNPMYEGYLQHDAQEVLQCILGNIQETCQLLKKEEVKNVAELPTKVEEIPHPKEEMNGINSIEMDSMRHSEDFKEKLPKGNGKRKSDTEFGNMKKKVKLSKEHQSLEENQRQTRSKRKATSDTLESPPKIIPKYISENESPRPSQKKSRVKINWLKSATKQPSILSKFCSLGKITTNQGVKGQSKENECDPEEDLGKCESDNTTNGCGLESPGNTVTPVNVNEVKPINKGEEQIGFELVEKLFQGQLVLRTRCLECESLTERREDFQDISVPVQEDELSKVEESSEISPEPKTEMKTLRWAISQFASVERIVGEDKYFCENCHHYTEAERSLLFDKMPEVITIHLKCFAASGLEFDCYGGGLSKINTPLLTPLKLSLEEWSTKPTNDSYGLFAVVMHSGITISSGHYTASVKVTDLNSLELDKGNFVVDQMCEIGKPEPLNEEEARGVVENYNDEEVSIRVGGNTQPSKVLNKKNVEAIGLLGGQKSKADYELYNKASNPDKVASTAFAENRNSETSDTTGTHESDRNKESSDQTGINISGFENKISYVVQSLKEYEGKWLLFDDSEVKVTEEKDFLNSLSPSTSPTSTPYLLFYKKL
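In this screen, compounds sit with the deubiquitinase complex (1nM) for 15 min at room temperature before Ub-Rho is added at 150nM final. Fluorescence rise is then followed for 6 reads every 60 seconds.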
An asterisk follows results filed as active; ? = inconclusive; · = no result given; & = joins results of further samples; [ ] = remark or other dose. Unless noted, calls follow the shape of the dose curve; as a rule, active = well fitted inhibition curve with a large enough effect; inconclusive = small, poorly fitted or top-dose-only effect; inactive = no such curve, though single readings can be large or run the other way.

SMILES	TRHR enhancer	TrxR1 substrate	D2 agonist	TRHR ag	rTrxR1 inhibitor	Pin1 inhibitor	D2 antag	mIDH1 inhibitor	USP1-UAF1 inh
CCc1ccccc1N1C(=O)N(Cc2cc(=O)n3ccccc3n2)c2ccccc2S1(=O)=O	1.2	3.8%[57.1 µM]	0.6	-0.7	5.4%[57.1 µM]	5.9%	·	6.5%	-19.9%
COc1cccc(NC(=O)Cn2c(=O)oc3cc(S(=O)(=O)N4CCCCC4)ccc32)c1	5.9	-8.5%	-0.6	-0.5	-7.6%	31.1%[activator]	·	-6.9%	1.4%
CCC(=O)N1CCN=C1SCc1ccc(Cl)cc1	7.8	5.0%	-0.1	-0.5	15.4%	-3.4%	5.2	1.5%	-2.8%
COc1ccc(CNC(=O)C(=O)NCC(c2ccco2)S(=O)(=O)c2ccc(C)cc2)cc1 (stereo not given)	-9.4	5.5%[57.1 µM]	-1.1	-0.3	8.0%[57.1 µM]	14.1%	·	0.1%	-13.5%
CCN1C(=O)[C@@H]2[C@@H](c3ccc(-c4ccc5c(c4)OCO5)cc3)N3CCCC[C@@]3(C(=O)OC)[C@@H]2C1=O	-1.3	-4.7%	1.1	0.3	14.0%	33.4%[activator]	-6.3	-9.8%	-17.2%
COc1ccc(/C=N/Nc2ccccc2C(=O)O)cc1	-1.2	1.8%[57.1 µM]	0.1	0.1	-11.7%[57.1 µM]	6.8%	-1.2	13.6%	-9.0%
O=C1CCN(CCc2ccccc2)CCN1[C@H](COc1ccccc1)Cc1ccccc1	-8.0	-6.3%[57.1 µM]	-0.3	1.3	36.7%&11.3%	4.5%	9.4	10.9%	-19.6%
COc1ccc(OCC(=O)N2CCN(C(=O)c3cccs3)CC2)cc1	2.4	3.8%	-0.1	-0.5	16.0%	-9.3%	-3.0	6.7%	5.7%
CCOC(=O)C1(Cc2cccc(OC)c2)CCN(CC=C(C)C)CC1	-3.1	6.2%	1.1	0.6	21.3%	-3.4%	-4.6	-1.1%	-20.2%
O=S(=O)(NCc1c(Cl)cccc1Oc1ccccc1)c1ccc(F)cc1	-6.5	-3.9%	2.6	4.4	5.2%	?	-7.4	-2.9%	-7.8%
CC1CCCCC1NC(=O)c1ccc(S(=O)(=O)NCc2ccco2)cc1 (stereo not given)	15.4	-1.5%	0.8	-0.7	-8.8%	1.4%	-34.6	0.9%	-18.9%
Cc1ccc(C(=O)Nc2cccc3cccnc23)cc1Cl	-3.8	3.5%[11.4 µM]	0.4	-0.3	5.2%	8.4%	·	7.1%	?
COCCN(C(=O)COC(=O)c1oc2ccc(OC)cc2c1C)c1c(N)n(Cc2ccccc2)c(=O)[nH]c1=O	3.9	51.0%[activator]	0.2	0.4	-12.0%	11.8%	12.2	-2.5%	-2.6%
CCN(CC)CCNC(=O)Cn1cnc2sc(C)c(S(=O)(=O)N3CCN(c4ncccn4)CC3)c2c1=O	5.5	5.4%[57.1 µM]	0.6	1.0	-2.2%	-2.2%	-2.8	17.7%	-6.0%
O=C(CSc1nnnn1C1CC1)N1CCN(c2ccccc2F)CC1	9.6	-3.4%	0.3	0.4	-2.2%	-11.0%	-4.8	-8.7%	-8.8%
O=C(N/N=C/c1ccccc1Cl)c1nc2ccc([N+](=O)[O-])cc2c(=O)[nH]1	-0.3	-12.3%	0.8	0.3	2.7%	?	0.5	-3.6%	-11.3%
CC(=O)Nc1ccc(OC(=O)c2cccnc2)cc1	-1.4	0.0%	0.5	1.4	-1.4%	1.6%	-15.8	-2.5%	-14.4%
O=S(=O)(Oc1ccccc1C(=S)N1CCOCC1)c1ccc(Cl)cc1	-7.9	-16.6%	0.0	1.1	-9.1%	-2.3%	-8.5	12.9%	-10.9%
Cc1ccc(NC(=O)c2nccnc2C(=O)O)cc1C	1.0	-7.5%	0.8	0.6	13.4%	0.6%	-22.7	-0.8%	-5.0%
CN1C(=O)/C(=N/OC(=O)c2ccccc2)c2ccccc21	·	-4.6%	·	·	?	0.0%	·	-0.3%	-5.8%

Arranged by molecular weight (rising): three of the compounds above.
SMILES	TRHR enhancer	TrxR1 substrate	D2 agonist	TRHR ag	rTrxR1 inhibitor	Pin1 inhibitor	D2 antag	mIDH1 inhibitor	USP1-UAF1 inh
CCOC(=O)C1(Cc2cccc(OC)c2)CCN(CC=C(C)C)CC1	-3.1	6.2%	1.1	0.6	21.3%	-3.4%	-4.6	-1.1%	-20.2%
O=C(N/N=C/c1ccccc1Cl)c1nc2ccc([N+](=O)[O-])cc2c(=O)[nH]1	-0.3	-12.3%	0.8	0.3	2.7%	?	0.5	-3.6%	-11.3%
CCc1ccccc1N1C(=O)N(Cc2cc(=O)n3ccccc3n2)c2ccccc2S1(=O)=O	1.2	3.8%[57.1 µM]	0.6	-0.7	5.4%[57.1 µM]	5.9%	·	6.5%	-19.9%

Next records follow.
SMILES	TRHR enhancer	TrxR1 substrate	D2 agonist	TRHR ag	rTrxR1 inhibitor	Pin1 inhibitor	D2 antag	mIDH1 inhibitor	USP1-UAF1 inh
CCCCn1c2c(cc(C(=O)OC)c1=O)C(=O)CCC2	·	16.3%	·	·	3.3%	0.6%	·	0.0%	-28.9%
O=C(c1ccccc1)C1CN(Cc2ccccc2)CCC1(O)c1ccccc1 (stereo not given)	6.1	8.7%	64.8*	-0.4	7.08µM*	1.5%	45.3*	0.0%	-12.7%
CCC(=O)Nc1c(C#N)c2nc3ccccc3nc2n1-c1ccccc1C	5.2	95.8%[activator][57.1 µM]	0.4	-0.1	32.5%[57.1 µM]	5.0%	-1.3	3.1%	-14.0%
CC(=O)Nc1ccc(S(=O)(=O)NNC(=O)CCc2ccccc2)cc1	-6.0	2.6%	-2.1	-1.7	10.1%	-9.6%	2.4	0.9%	-14.4%
CC(C)CC1=NN(C(=O)c2ccco2)C(O)(C(F)(F)F)C1 (stereo not given)	-2.3	1.9%	0.1	0.0	25.3%	1.0%	19.6	5.2%	-18.8%
CC1=C(C(=O)OCc2ccc(C)cc2)C(c2ccccc2F)CC(=O)N1 (stereo not given)	22.0	-14.6%	-0.3	-1.4	-10.2%	3.4%	·	8.4%	-10.5%
O=C(NCc1ccco1)C(c1ccccc1)N(C(=O)Cc1cccs1)c1cccnc1 (stereo not given)	0.9	6.6%[57.1 µM]	-0.6	0.1	10.6%[57.1 µM]	-3.4%	3.8	3.3%	-12.2%
CCOc1ccccc1C(=O)NN1CCOCC1	-3.6	-0.9%	1.3	0.3	18.2%	-12.2%	-1.0	-14.2%	-7.6%
CCc1nnc(NC(=O)c2ccc(-c3cccc(C(F)(F)F)c3)o2)s1	5.2	18.0%	-3.9	-2.6	11.9%	13.2%	-1.5	1.9%	-18.3%
COc1ccc(CCNC(=O)C2CC(=O)N(c3ccc(C(C)(C)C)cc3)C2)cc1OC (stereo not given)	-0.1	?	0.7	0.4	-28.8%	-1.2%	-6.6	-3.5%	0.3%
COc1ccc(/C=N/NC(=O)c2cccc(NC(=O)c3ccc(F)cc3)c2)c(C(=O)O)c1OC	5.5	-6.5%	-1.3	-0.5	5.4%	8.3%	4.2	7.8%	-7.5%
COc1ccccc1CC(O)CC1c2c(cc3c(c2OC)OCO3)CCN1C (stereo not given)	·	7.3%	·	·	15.7%	-0.8%	·	-15.6%	-8.0%
COC(=O)C1=C(C)NC2=C(C(=O)CCC2)C1c1cccs1 (stereo not given)	-4.8	·	0.2	0.1	·	·	9.3	·	·
CCN(CC)S(=O)(=O)c1ccc2c(c1)c(=O)c(C(=O)N1CCN(c3cccc(C)c3)C(C)C1)cn2C (stereo not given)	-7.8	-4.3%	-0.2	-0.3	7.7%	-0.2%	·	5.7%	?
CCOc1ccc(NC(=O)NCc2cccnc2)cc1	2.3	-6.7%	0.0	-0.2	-0.8%	-10.9%	1.9	0.0%	-20.9%
C/C(=N\NC(N)=S)c1ccc(Cl)s1	4.7	-24.1%	-0.4	-0.2	-34.3%	-2.0%	-4.2	6.1%	-10.0%
Cc1ccc(NC(=O)COC(=O)c2cc(Cl)cc(Cl)c2)c(Br)c1	1.8	-11.5%	0.1	0.3	-8.0%	8.7%	9.2	6.1%	5.7%
CCOC(=O)N1CCC(=NNc2ccc(S(=O)(=O)N3CCOCC3)cc2[N+](=O)[O-])CC1	3.7	-4.7%	·	-0.6	-15.1%	4.2%	-4.5	0.7%	1.4%
Cn1c(CN2CCCCC2)nc2cc(NS(=O)(=O)c3ccc(F)cc3)ccc21	-0.6	-6.1%	-0.3	-0.1	4.2%	1.5%	74.4*	-1.8%	-0.4%
Cc1nn(C(C)(C)C)c(NC(=O)c2ccc(Cl)cc2)c1Br	10.5	-0.5%	0.4	-0.4	13.6%	-0.2%	4.3	5.4%	-11.3%
Cc1cc(=O)oc2cc(OCC(=O)NCc3ccccn3)ccc12	10.7	34.6%[activator]	-0.1	-0.8	-14.6%	0.8%	-12.8	6.5%	-0.9%
O=C(O)COc1ccc(NC(=O)c2cccs2)cc1	·	-11.7%	·	·	-11.0%	0.1%	·	0.4%	-9.6%
O=C(NCc1nc2ccccc2[nH]1)C1=C[C@@H](c2csc3ccccc23)C[C@@H](OCc2ccc(CO)cc2)O1	3.5	-2.1%	-0.1	0.1	?	?	4.1	-2.6%[38.3 µM]	?
O=c1c2ccccc2n2nnnc2n1-c1ccccc1	-15.7	6.9%[57.1 µM]	0.9	-0.1	9.4%[57.1 µM]	-0.2%	13.3	5.0%	-19.9%
CCOC(=O)C[C@H]1c2cc(F)ccc2S(=O)(=O)N1C(C)C	·	-0.5%[57.1 µM]	·	·	14.1%[57.1 µM]	-2.1%	·	0.5%	-30.6%
CCCCNC(=O)C(NS(=O)(=O)c1cccc2nsnc12)c1ccccc1 (stereo not given)	4.2	-3.1%[57.1 µM]	0.0	-0.9	0.9%[57.1 µM]	-1.0%	8.5	-3.5%	-13.3%
CN(C)CCN1C(=O)c2ccccc2C1=O	3.3	-5.3%	0.4	-0.2	-0.2%	3.0%	-5.3	-1.4%	9.8%

The list is partial (hit frequency here may not be typical).
